ATG4B inhibitor = inhibitors of human ATG4B cysteine protease. Q9Y4P1. ATG4B cleavage of LC3-PLA2, NBD-HPC fluorescence, 1 h. inhibition, % at 8.33 µM. 0.51% of 340,000 active; in the data active means inhibition above about 40%
Target sequence (Q9Y4P1 whole entry, looked up): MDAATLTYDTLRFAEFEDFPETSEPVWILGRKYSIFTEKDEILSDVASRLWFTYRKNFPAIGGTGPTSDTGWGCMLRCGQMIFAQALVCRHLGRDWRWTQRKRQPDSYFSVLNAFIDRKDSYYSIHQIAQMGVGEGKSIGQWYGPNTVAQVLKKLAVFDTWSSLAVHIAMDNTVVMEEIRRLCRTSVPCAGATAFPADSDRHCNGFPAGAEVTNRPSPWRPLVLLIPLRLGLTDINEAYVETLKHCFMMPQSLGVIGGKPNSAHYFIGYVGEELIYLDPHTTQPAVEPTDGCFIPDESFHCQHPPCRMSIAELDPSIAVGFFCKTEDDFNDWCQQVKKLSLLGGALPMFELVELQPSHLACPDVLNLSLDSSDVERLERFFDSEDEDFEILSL
APJ antagonist = APJ receptor antagonism; P35414; CHO-K1 APJ beta-arrestin complementation, luminescence; inhibition, % at 20 µM; 0.32% of 330,000 active;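 active means inhibition above about 40% at 20 µM, limit read from the data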;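 further: cells challenged with 10 nM apelin-13 agonist together with compound; plate controls were apelin-13 plus DMSO wells for no effect and DMSO wells lacking apelin-13 for full effect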
CXCR6 block = blocks human CXCR6 beta-arrestin recruitment; inhibition, % at 20 µM; 0.36% of 360,000 active; CHO-K1 PathHunter CXCR6 beta-arrestin, luminescence; O00574; AID 602244; in the data active means inhibition above about 34%, passing the limit was not always enough;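 further: antagonist mode with CXCL16 agonist at 10 nM final; 0% = 10 nM CXCL16 with DMSO and 100% = unstimulated wells without agonist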
Gli-Sufu antag = blocks Gli-Sufu signaling in a luciferase reporter. Sufu-KO-LIGHT fibroblasts, Gli luciferase reporter luminescence. inhibition, % at 5 µM. 0.74% of 340,000 active;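 active means inhibition above about 55%, limit read from the data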;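 further: 0% = DMSO-treated cells and 100% = wells with medium but no cells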
CCR6 antag = antagonists of human CCR6 receptor | inhibition, % at 20 µM | 0.49% of 340,000 active | CHO-K1 CCR6 PathHunter beta-arrestin, luminescence, CCL20-stimulated | P51684;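 active means compounds whose inhibition of the agonist-driven luminescence signal at 20 µM reaches about 50%, limit read from the data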;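 further: cells stimulated with CCL20 at 14 nM final; plate controls were DMSO with CCL20 for no effect and DMSO without agonist for full effect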
Target sequence (P51684 whole entry, looked up): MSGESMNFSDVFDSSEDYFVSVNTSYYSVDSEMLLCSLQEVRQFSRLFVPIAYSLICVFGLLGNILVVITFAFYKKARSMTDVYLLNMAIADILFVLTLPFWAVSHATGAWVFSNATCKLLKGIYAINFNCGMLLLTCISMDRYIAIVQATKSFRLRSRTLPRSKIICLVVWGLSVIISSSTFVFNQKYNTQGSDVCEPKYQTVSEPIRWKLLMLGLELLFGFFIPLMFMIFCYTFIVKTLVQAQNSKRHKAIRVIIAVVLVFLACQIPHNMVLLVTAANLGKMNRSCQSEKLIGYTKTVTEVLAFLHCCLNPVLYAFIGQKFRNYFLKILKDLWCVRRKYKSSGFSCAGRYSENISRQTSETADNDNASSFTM
APJ agonist = agonists of human APJ apelin receptor; P35414; CHO-K1 APJ PathHunter beta-arrestin, luminescence; 0% DMSO wells, 100% apelin; activation, % at 20 µM; 0.11% of 330,000 active; AID 2520;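 active means activation more than six SD over the plate average, tested at 20 µM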;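 further: 0% = DMSO alone and 100% = apelin-13 at 10 nM; some results filed as inactive read as strong as hits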
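Test system: CHO-K1 APJ beta-arrestin complementation cell line. Amount: cell density 1000 per well. Controls: DMSO negative, 10 nM Apelin-13 positive. Signal: luminescent beta-gal fragment complementation, chemiluminescent substrate. Read-out basis: agonist-driven arrestin binding to APJ. Timing: compound stimulation 90 min at 25 °C, detection 60 min.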
UBC13 polyUb = blocks human UBC13 polyubiquitin chain formation; P61088; TR-FRET; inhibition, % at 20 µM; 0.47% of 330,000 active; AID 485273; in the data active means inhibition above about 45%, passing the limit was not always enough
Target sequence (P61088 whole entry, looked up): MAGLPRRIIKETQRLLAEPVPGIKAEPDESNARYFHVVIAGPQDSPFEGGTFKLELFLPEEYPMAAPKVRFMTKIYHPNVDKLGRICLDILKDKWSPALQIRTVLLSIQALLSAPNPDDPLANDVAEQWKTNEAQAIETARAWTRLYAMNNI
EBI2 antag = blocks human EBI2 receptor beta-arrestin signaling; P32249; EBI2 beta-arrestin recruitment, luminescence, 7a,25-OHC stimulated; inhibition, % at 5 µM; 0.81% of 360,000 active; in the data active means inhibition above about 38%;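 further: enzyme fragment complementation signal reports receptor beta-arrestin coupling in cells; 0% = agonist plus DMSO wells and 100% = wells without agonist; some results beyond the cut were filed as inactive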
Numbers without * were called inactive; . = no result given. Rows were taken by chance; overall some 3% were active at least once.

SMILES	ATG4B inhibitor	APJ antagonist	CXCR6 block	Gli-Sufu antag	CCR6 antag	APJ agonist	UBC13 polyUb	EBI2 antag
Cc1cc(Oc2ccc(=O)n(C)n2)nc(Oc2ccc(=O)n(C)n2)n1	-2	-5	-4	0	6	-1	1	4
COc1ccc(/C=C(/NC(=O)c2ccco2)C(=O)Nc2ccc(C(C)=O)cc2)cc1	-10	23	5	-3	16	-2	-9	-9
OC1(Cc2cc(-c3ccccc3)no2)CCN(CCCc2ccccc2)CC1	2	8	4	23	6	-1	9	1
COc1ccc(CCNC2=NCCS2)cc1OC	-7	12	-6	8	-8	3	-3	-11
C[C@@H]1CN([C@H](C)CO)C(=O)c2cccc(NS(=O)(=O)c3cccs3)c2O[C@H]1CN(C)Cc1ccccc1	-10	2	12	3	13	-4	0	-6
CCN1CCN(c2ccc(S(=O)(=O)N3CCOCC3)cc2NC(=O)/C=C/c2ccc(OC)cc2OC)CC1	-13	6	15	14	22	-4	0	-3
CCN(CC)S(=O)(=O)c1ccc(NC(=O)c2ccc(NS(C)(=O)=O)cc2)cc1	-5	17	-4	-2	7	-2	4	-6
COc1ccc(C(=O)C2CCCN(C(=O)CCc3ccccn3)C2)c(C)c1 (stereo unspecified)	-3	7	8	2	5	-4	2	2
COc1cccc(-n2nc(-c3ccnn3-c3ccc(F)cc3)c(=O)n(C)c2=O)c1	-10	15	-12	3	-3	-1	-11	-6
CCOC(=O)C1CCCN(C(=O)c2ccc3c(c2)OCCO3)C1 (stereo unspecified)	5	14	-3	-9	4	-5	3	-10
C=CCSc1nc2ccccc2n1C(=O)/C=C/c1cc(OC)c(OC)c(OC)c1	-4	12	25	48	39	-2	-9	56*
CC(SCc1cn2cc(Cl)ccc2n1)C(=O)O (stereo unspecified)	-7	21	-7	-4	-30	-5	-11	-17
COC1=C(Nc2ccc(OC)cc2)C(=O)C(OC)=C(Nc2ccc(OC)cc2)C1=O	-1	.	-4	-1	-7	.	.	-25
CN(/C=C/C(=O)C(F)(F)F)Cc1ccccc1	0	-16	0	-18	-16	0	-24	39*
COC(=O)CN(C#N)c1nc(C)cc(C)n1	-6	-2	-4	5	9	-1	2	-8
COc1cc([N+](=O)[O-])ccc1NC(=O)Cc1ccc(F)cc1	-1	-12	7	-18	26	0	0	-1
CC(C)NC(=S)NNc1nc2ccccc2s1	-9	-37	10	9	15	5	-9	22
C/C(=N/NS(=O)(=O)c1ccccc1)c1c[nH]c2ccccc12	-2	-10	6	1	-3	8	9	-8
COc1ccccc1NC(=O)c1ccc2c(c1)C(=O)N(c1ccccc1OC)C2=O	-3	-1	-11	-5	20	-4	-3	-9
c1ccc(OCCSc2nnnn2-c2ccccc2)cc1	3	13	1	0	29	1	3	15
COc1cccc(-c2cc(C(=O)N3CCN(S(=O)(=O)c4ccccc4)CC3)[nH]n2)c1	-14	-37	-4	-1	-1	-2	3	35
CCOc1ccc(NC(=O)CN(C)C(=O)Cn2c(=O)cnc3ccccc32)cc1OCC	-11	-7	2	6	3	-2	-1	3
O=S(=O)(NCC(c1ccc2c(c1)OCO2)N1CCOCC1)c1ccccc1 (stereo unspecified)	17	1	-7	3	16	6	-1	-2
C=CCn1c(N)c(C(=O)NC2CCCCC2)sc1=S	-6	-10	0	1	9	-3	-4	-16
CCn1cc(C(=O)OCC(=O)Nc2ccccc2OC(F)F)c(=O)c2ccc(C)nc21	-2	8	6	10	5	-5	8	-2

Part of the list above, limited to ATG4B inhibitor:
structure | ATG4B inhibitor
CCN(CC)S(=O)(=O)c1ccc(NC(=O)c2ccc(NS(C)(=O)=O)cc2)cc1 | -5
CC(C)NC(=S)NNc1nc2ccccc2s1 | -9

Next records follow.
SMILES	ATG4B inhibitor	APJ antagonist	CXCR6 block	Gli-Sufu antag	CCR6 antag	APJ agonist	UBC13 polyUb	EBI2 antag
Cc1ccc(Nc2nnc(C)c(=O)[nH]2)cc1	-3	7	10	2	-6	-1	-8	-11
O=S1(=O)NC(=NCCOCCO)c2ccccc21	4	2	-7	-2	-10	-2	-8	-4
NC(=O)CC(NC(=O)Cc1ccc(Cl)cc1)c1ccc(NCCN2CCOCC2)c([N+](=O)[O-])c1 (stereo unspecified)	5	7	-2	-19	3	-2	-26	-16
CCCCNC(=S)N1CCN(CC)CC1	4	9	-8	10	19	-3	8	-3
CCOC(=O)c1cn(CC)c2cc(F)c(F)cc2c1=O	-6	5	-12	-3	-12	-3	-3	7
Cc1cc(SCc2ccc(Br)cc2)nc(=O)[nH]1	-3	-4	2	31	3	0	-1	-8
Nc1c(C(=O)N/N=C/c2ccc([N+](=O)[O-])cc2)cnn1-c1ccccc1	1	-5	-9	-22	-4	6	2	9
COc1ccc(C(=O)/C(C)=N/O)cc1OC	2	7	2	-5	7	-3	8	-1
CCN1CCN(C(=O)c2cc3c(=O)oc4ccc(C)cc4c3s2)CC1	8	2	1	-6	-2	-3	4	31
CC(C)(Cc1ccc(O)cc1)NC(=O)SCc1ccccc1	9	-1	-2	28	0	-2	0	2
O=C(c1c[nH]c2ccccc12)N1CCN(c2ccccc2)CC1	-5	5	-5	8	3	-5	-14	-10
Cc1ccc(NC(=O)CSc2ccc(-c3ccc4c(c3)OCO4)nn2)cc1F	7	-16	4	-36	-2	3	1	-9
O=C(NCC1COc2ccccc2O1)c1cc2ccccc2o1 (stereo unspecified)	2	4	-14	-5	1	-3	-5	4
CCCCCN(C(=O)CCC(=O)OCC(=O)Nc1ccc(C)cc1F)c1c(N)n(CCCC)c(=O)[nH]c1=O	-2	23	-2	5	5	3	7	6
Cc1ccc(C2=NN(C(=O)CCl)C(c3cccs3)C2)o1 (stereo unspecified)	19	-11	-2	6	10	-3	5	-8
CC1CCN(C(=O)c2cc3nc(-c4ccccc4)cc(-c4ccccc4)n3n2)CC1	40	7	8	12	13	-3	19	14
CCCOC(=O)c1[nH]c2c(c1C)C(=O)CC(c1ccc(OC)c(OC)c1)C2 (stereo unspecified)	-7	-4	3	19	6	2	3	7
CC(C)CN(C(=O)CN1CCN(c2cccc(Cl)c2)CC1)c1c(N)n(CC(C)C)c(=O)[nH]c1=O	-1	-1	9	11	10	0	4	-7
Cc1ccc(Nc2nc(N)nc(CCl)n2)c(C)c1	2	-4	-3	68*	2	0	0	-4
O=C(Cn1nnc(-c2ccc3c(c2)OCO3)n1)NCc1ccco1	-2	18	-5	-15	7	-1	-3	2
CCC(CN(C)C)Oc1cc(NCc2ccccc2)c2ncn(C(C)C)c2c1 (stereo unspecified)	1	-48	-9	2	-12	2	-31	-34
COC(=O)c1cc(OC)c(OC)cc1NC(=O)Nc1cccc(C(C)=O)c1	-3	-6	-1	1	12	-2	-3	-7
O=C(O)C1CC=CCC1C(=O)NCCCCc1ccccc1 (stereo unspecified)	-3	-8	-24	18	-1	-3	9	-1
COC(=O)c1cc(CNC(=O)C2CC(=O)N(c3ccc4c(c3)OCCO4)C2)ccc1OC (stereo unspecified)	-8	3	5	1	2	-3	-5	3
Fc1ccc(COc2ccccc2CNc2nn[nH]n2)cc1	-3	8	1	-6	-5	-4	-17	0

Arranged by value in CCR6 antag (high to low): 3 of the compounds above
| Molecule | CCR6 antag |
| --- | --- |
| O=C(Cn1nnc(-c2ccc3c(c2)OCO3)n1)NCc1ccco1 | 7 |
| CC(C)(Cc1ccc(O)cc1)NC(=O)SCc1ccccc1 | 0 |
| Cc1ccc(Nc2nnc(C)c(=O)[nH]2)cc1 | -6 |

(next part)
SMILES	ATG4B inhibitor	APJ antagonist	CXCR6 block	Gli-Sufu antag	CCR6 antag	APJ agonist	UBC13 polyUb	EBI2 antag
CCS(=O)(=O)N1Cc2ccccc2CC1C(=O)Nc1nc2ccccc2s1 (stereo unspecified)	-2	31	12	25	26	-2	5	8
COc1ccc(NC2CCCN(C(=O)CCCn3cncn3)C2)cc1OC (stereo unspecified)	0	-7	-1	-11	-6	5	-6	-8
Cc1cc(C(=O)CCl)c(C)n1Cc1ccco1	3	-14	-1	2	-8	-2	9	3
O=C(NCCCN1CCOCC1)c1cc(Cl)ccc1[N+](=O)[O-]	0	7	20	-4	-2	-3	14	-8
CCOc1ccc(S(=O)(=O)n2cc(F)c(=O)[nH]c2=O)cc1[N+](=O)[O-]	8	-47	7	0	12	-4	-6	-7
COC(CNC(=O)C1CC(=O)N(CCc2ccc(C)cc2)C1)OC (stereo unspecified)	-7	9	-5	-3	3	2	5	-5
Cc1ccc(C(=O)O)cc1NC(=O)c1cccs1	2	22	-4	6	2	-4	-3	4
CN1CCN(c2oc(-c3ccccc3)nc2S(=O)(=O)c2ccc(Br)cc2)CC1	1	5	4	16	14	-2	7	2
O=C(OC(C(=O)NC1CCCCC1)c1ccccc1F)c1ccco1 (stereo unspecified)	6	-3	6	14	11	-3	1	8
COc1cccc(N2CCN(C(=O)c3cc(C)oc3C)CC2)c1	-11	0	-11	-2	9	-3	-1	-5
c1ccc2c(c1)oc1c(Nc3ccc4c(c3)OCCO4)ncnc12	-3	-26	-4	-101	0	-2	12	-2
CCCC(c1nnnn1CCc1ccccc1)N1CCC(C(N)=O)CC1 (stereo unspecified)	-6	-2	-2	7	-5	-2	-5	-4
CC1C(=O)N(c2ccc(S(=O)(=O)N(C)C)cc2)C1(/C=C/c1ccccc1)C(=O)NC1CCCC1 (stereo unspecified)	-9	-15	4	8	8	2	-2	28
CCN(C(=O)CCS(=O)(=O)c1cccc2nonc12)c1ccc(F)cc1	-1	-12	0	-9	3	-1	2	-2

Compound profiles (already shown). Order of values: ATG4B inhibitor	APJ antagonist	CXCR6 block	Gli-Sufu antag	CCR6 antag	APJ agonist	UBC13 polyUb	EBI2 antag
Listed for CCn1cc(C(=O)OCC(=O)Nc2ccccc2OC(F)F)c(=O)c2ccc(C)nc21 = -2	8	6	10	5	-5	8	-2
Listed for CCOC(=O)c1cn(CC)c2cc(F)c(F)cc2c1=O = -6	5	-12	-3	-12	-3	-3	7
Listed for CCCCCN(C(=O)CCC(=O)OCC(=O)Nc1ccc(C)cc1F)c1c(N)n(CCCC)c(=O)[nH]c1=O = -2	23	-2	5	5	3	7	6

With a hit mark in EBI2 antag, of those listed so far:
| Compound | ATG4B inhibitor | APJ antagonist | CXCR6 block | CCR6 antag | APJ agonist | UBC13 polyUb | EBI2 antag |
| --- | --- | --- | --- | --- | --- | --- | --- |
| C=CCSc1nc2ccccc2n1C(=O)/C=C/c1cc(OC)c(OC)c(OC)c1 | -4 | 12 | 25 | 39 | -2 | -9 | 56* |
| CN(/C=C/C(=O)C(F)(F)F)Cc1ccccc1 | 0 | -16 | 0 | -16 | 0 | -24 | 39* |

From PubChem
